TIM10 inh – growth inhibitors of isogenic TIM10 control yeast, primary screen, counter-screen for tim10-1 yeast inhibitor project, luminescence, uHTS; S. cerevisiae TIM10 strain growth, BacTiter-Glo luminescence, 24 h; inhibition, % at 10 µM; 330,000 compounds, 1.4% hits;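 active means inhibition of 40% or more at the single tested concentration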;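 further: wild-type TIM10 isogenic control strain grown at permissive 25 °C; 0% = DMSO yeast wells and 100% = minimal medium wells without yeast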
NR3A LBD binder – binders of NR3A ligand-binding domain, primary screen, biophysical, differential scanning fluorimetry, uHTS; AID 1259313, 2017; 340,000 compounds, 2.5% hits; Glutamate receptor ionotropic, NMDA 3A (GRIN3A) ligand-binding domain; NR3A LBD differential scanning fluorimetry, Tm shift; 0% = protein alone, 100% = glycine-bound protein; Tm shift relative to glycine control, % at 25 µM;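 active means melting temperature shift of at least 10% of the positive control shift, at one fixed dose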
tim10-1 inh – growth inhibitors of tim10-1 mutant yeast, primary screen, luminescence, uHTS | S. cerevisiae tim10-1 ts strain growth, BacTiter-Glo, 24 h | inhibition, % at 20 µM | 330,000 compounds, 2.2% hits;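 active means inhibition of at least 40%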;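 further: mutant grown at 25 °C; 0% = DMSO wells with yeast and 100% = wells holding no yeast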
NALP3 yeast inh – NALP3 inflammasome inhibitors in reconstituted yeast, primary screen, luminescence, uHTS | inhibition, % at 10 µM | 330,000 compounds, 0.39% hits | Yeast reconstituted NLRP3/ASC/caspase-1, beta-gal luminescence, 24 h;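 active means inhibition of 50% or more; inactive means inhibition below 50%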;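 further: plate controls were induced DMSO wells for no effect and uninduced yeast grown without galactose for full effect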
CHOP UPR activ – activators of apoptotic CHOP UPR arm, primary screen, cell-based, CHO-CHOP luciferase reporter, luminescence, uHTS | UPR activation; percent of tunicamycin response over DMSO baseline | activation, % at 10 µM | 330,000 compounds, 0.34% hits | AID 449763, 2010;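 active means at 10 µM dose, activation of 40% or more, normalized to positive control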;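 further: 100% = tunicamycin at 10 µg/mL and 0% = DMSO alone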
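Evaluation: % reporter activation, DMSO baseline versus tunicamycin full activation; System: CHO-CHOP luciferase reporter cell line; Input: 500 cells/well; Incubation: 6 h compound treatment, 37 °C; Measured by: Steady-Glo luciferase luminescence; Dosing: one dose, 10 µM in 0.5% DMSO; Buffer or medium: F12 medium, 10% FBS; Benchmarks: positive tunicamycin 10 µg/mL, negative DMSO alone.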
Mdm2 MdmX PPI – inhibitors of human Mdm2-MdmX association, primary screen, cell-based, luminescence, split luciferase, SaOS-2, uHTS | Protein Mdm4 (Homo sapiens) + E3 ubiquitin-protein ligase Mdm2 (Homo sapiens), … | AID 485346, 2010 | SaOS-2 split-luciferase Mdm2/MdmX complementation | inhibition, % at 8 µM | 330,000 compounds, 3% hits;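 active means inhibition of at least 50% at 8 µM in the primary screen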
UPR XBP1 act – activators of adaptive XBP1 UPR arm, primary screen, cell-based, CHO-XBP1 luciferase reporter, luminescence, uHTS; IRE1-XBP1 UPR activation; percent of tunicamycin response, DMSO as zero; activation, % at 20 µM; 330,000 compounds, 0.33% hits; AID 463104, 2010;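 active means versus positive control, 20 µM dose yields 30% or more activation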;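 further: 100% = tunicamycin at 10 µg/mL and 0% = DMSO only wells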
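assay system = CHO-XBP1 luciferase reporter cells | amount = 1000 cells/well | buffer or medium = F12 plus 10% FBS | compound dosing = single point, 20 µM final compound, 1% DMSO | incubation = 16-18 h cell attachment at 37 °C, then 6 h compound exposure | detection = Steady-Glo luminescence read | controls = tunicamycin 10 µg/mL and vehicle-only wells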
tim23-1 inh – growth inhibitors of tim23-1 mutant yeast, primary screen, luminescence, uHTS. AID 463212, 2010. inhibition, % at 20 µM. S. cerevisiae tim23-1 growth, BacTiter-Glo luminescence, 24 h. 330,000 compounds, 1.3% hits;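 active means growth inhibition of the mutant yeast at or above 50%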;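 further: temperature-sensitive mutant grown at 25 °C; plate controls were DMSO-treated mutant yeast for no effect and medium wells lacking yeast for full effect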
APJ agonist – agonists of human apelin receptor APJ, primary screen, CHO-K1 cells, PathHunter beta-arrestin, luminescence. P35414. 0% DMSO wells, 100% apelin. activation, % at 20 µM. 330,000 compounds, 0.11% hits. AID 2520, 2010;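 active means activation more than six SD over the plate average, tested at 20 µM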;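 further: 0% = DMSO alone and 100% = apelin-13 at 10 nM; some results filed as inactive read as strong as hits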
Target sequence (P35414 whole entry, looked up): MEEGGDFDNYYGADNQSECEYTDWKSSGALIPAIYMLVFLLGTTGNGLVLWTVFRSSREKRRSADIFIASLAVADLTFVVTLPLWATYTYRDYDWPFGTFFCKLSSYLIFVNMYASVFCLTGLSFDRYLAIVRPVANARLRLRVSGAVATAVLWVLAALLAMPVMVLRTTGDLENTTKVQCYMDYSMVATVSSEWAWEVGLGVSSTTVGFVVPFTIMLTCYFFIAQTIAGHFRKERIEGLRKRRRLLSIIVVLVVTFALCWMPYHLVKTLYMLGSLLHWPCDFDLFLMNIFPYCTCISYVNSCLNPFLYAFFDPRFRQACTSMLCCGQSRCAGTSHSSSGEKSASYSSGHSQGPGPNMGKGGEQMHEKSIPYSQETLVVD
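system = engineered CHO-K1 APJ arrestin reporter cells | input = 1000 cells per well | timing = overnight seeding, 90 min compound at 25 °C, 1 h detection | measured by = enzyme-fragment complementation luminescence | read-out = beta-arrestin recruitment to APJ as agonist activity, luminescent signal | control set = negative DMSO alone, positive Apelin-13 at 10 nM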
Starred values were filed as active, the others as inactive.

SMILES | TIM10 inh | NR3A LBD binder | tim10-1 inh | NALP3 yeast inh | CHOP UPR activ | Mdm2 MdmX PPI | UPR XBP1 act | tim23-1 inh | APJ agonist
CC1CCCCN1CCNC(=O)CCc1nnc2n(Cc3ccccc3)c(=O)c3ccccc3n12 (stereo unspecified) | 12 | -1 | 8 | 8 | 0.6 | -18 | -3 | 2 | -4
CCOC(=O)c1c(NC(=O)c2ccccc2Br)sc2c1CCc1ccccc1-2 | 9 | 2 | 19 | 10 | 0.1 | 4 | -2 | 16 | -6
COc1cc(C(=O)Nn2c(C)nc3ccccc3c2=O)cc(OC)c1OC | -3 | -5 | 4 | -3 | -0.4 | 15 | 1 | 6 | -2
Cc1cc(C)c2c(c1)c(C)cc1nnc(SCC(=O)NCc3ccco3)n12 | 13 | 10 | 31 | -1 | -0.5 | 15 | 0 | 12 | -1
Oc1c(C(c2cccs2)N2CCOCC2)sc2ncnn12 (stereo unspecified) | 5 | -3 | 6 | 5 | -0.4 | -9 | 1 | 2 | -6
Cc1ccccc1-c1nc(CS(=O)(=O)CC(=O)NCCN2CCCC2)c(C)o1 | 3 | 2 | 10 | -15 | 2.3 | -20 | -1 | 6 | 6
CC12CCC(C(=O)Nc3ccc(Cl)cc3)([C@H](Br)C1=O)C2(C)C (stereo partly specified) | -9 | 1 | 23 | 30 | 2.1 | 8 | -2 | 10 | 3
COc1cc(CN2CCCC(C(=O)c3ccc(C(C)(C)C)cc3)C2)cc(OC)c1O (stereo unspecified) | -11 | -2 | 15 | 29 | -0.7 | 20 | -3 | 14 | 1
COc1ccc(OC)c(S(=O)(=O)n2c([N+](=O)[O-])cnc2C)c1 | 0 | 0 | 13 | 24 | -1.0 | 23 | -1 | 13 | -4
NC(=O)C1CCN(c2ccc(S(=O)(=O)N3CCCCC3)cc2[N+](=O)[O-])CC1 | -6 | 1 | 4 | 13 | 0.7 | 18 | 3 | 10 | -2
COc1ccc(OC)c(NC(=O)CN2C(=O)CSc3ccc(S(=O)(=O)N4CCCC4)cc32)c1 | 5 | 3 | -3 | 13 | 1.0 | 20 | -2 | 6 | 6
O=C(COC(=O)/C=C/c1ccco1)Nc1ncc(C(F)(F)F)cc1Cl | -10 | -7 | -11 | 3 | 1.0 | 10 | -2 | -3 | -1
CN1C(C(=O)NCc2cccc(C(F)(F)F)c2)CC2Cn3c(nc4ccccc43)C21 (stereo unspecified) | 1 | -1 | 11 | 4 | 0.4 | 2 | 0 | 8 | -4
O=C(c1cccc([N+](=O)[O-])c1)N1CCOCC1 | -15 | 7 | 12 | 10 | 11 | -14 | 1 | 13 | 0
COc1ccc2nc(N/C(N)=N/C(=S)Nc3c(C)cccc3C)nc(C)c2c1 | 28 | 24* | 24 | 18 | -1.0 | 57* | 1 | 23 | -6
Cc1cc(C)n(-c2ccc(C(=O)OCc3nnc(-c4ccccc4)o3)cc2)n1 | -19 | 1 | 9 | 2 | -1.9 | 21 | 2 | 6 | -4
CC(C)Cc1cc(C(=O)NCc2cccs2)no1 | -9 | -4 | -1 | 37 | 6.9 | -51 | 1 | -1 | 3
COc1ccc(S(=O)(=O)N2CCN(C(=O)CCc3c[nH]c4ccccc34)CC2)cc1 | 4 | 4 | 15 | 9 | 0.8 | 18 | -1 | 17 | -1
CCCCN(C(=O)c1nn(C)c(=O)c2ccccc12)c1c(N)n(CCC)c(=O)[nH]c1=O | 0 | 0 | -11 | 10 | -2.7 | -1 | -3 | -7 | -5
Cc1ccc(CS(=O)(=O)c2ncc(Cl)c(C(=O)Nc3nnc(C)s3)n2)cc1 | 13 | 0 | 21 | -2 | 26 | 100* | -8 | 18 | -1
O=C(COc1ccc(F)cc1)NC1CC1 | 0 | -1 | -9 | 10 | -0.4 | 15 | -3 | -17 | 0
COc1cccc(CNS(=O)(=O)c2cc3c(cc2C)n(C)c(=O)c(=O)n3C)c1 | -1 | 0 | 8 | 9 | 0.0 | 3 | -1 | 7 | 1
C/C(NC(=O)c1ccccc1F)=C1\C(=O)C[C@@H]2[C@H]1C2(C)C | -17 | -3 | -1 | 23 | 4.1 | -20 | 1 | 24 | -4
O=C1C=C(c2cnc3ccccc3c2)C[C@@H](c2ccc3c(c2)OCO3)C1 | 17 | 0 | 18 | 8 | -0.2 | 24 | 2 | 32 | -3
CCOc1ccc(NC(=O)N2CCC(NC(=O)C(Cc3cccc(F)c3)NC(C)=O)CC2)cc1 (stereo unspecified) | 4 | 0 | 4 | 14 | 0.3 | -4 | -1 | 5 | -1
CCOC(=O)N1CCN(C(=O)c2ccc(NS(C)(=O)=O)cc2)CC1 | -3 | -1 | -1 | 7 | -1.6 | 5 | -5 | 14 | -1
CC(=O)Nc1ccc(S(=O)(=O)N2CCN(c3nc(NC4CCCC4)c4ccccc4n3)CC2)cc1 | 6 | 6 | 3 | 9 | 0.4 | 40 | -7 | 20 | 0
O=C(CN(Cc1ccccc1)C(=O)c1csnn1)NCc1ccc2c(c1)OCO2 | -6 | 1 | 21 | -5 | -1.3 | 8 | -3 | 15 | -5
O=C1C2C3CCC(C3)C2C(=O)N1Cc1ccccc1 (stereo unspecified) | 2 | -2 | -1 | 9 | 0.2 | -10 | -2 | 15 | 0
COc1ccc(CC(=O)Nc2ccc(-c3nnc(-c4ccccc4)o3)cc2)cc1OC | 11 | 7 | 15 | 3 | 1.6 | 19 | 3 | 5 | -2
O=C(NCc1ccc2c(c1)OCO2)c1ccc(Cl)c(S(=O)(=O)NCc2ccccc2)c1 | 13 | -3 | 22 | 6 | -0.4 | -14 | 1 | 11 | 2
Nc1cccc2nc3ccccc3cc12 | 24 | 0 | 1 | 1 | -0.4 | 58* | -6 | -6 | -3
CC(NC(=O)CSc1ncccn1)c1ccc2c(c1)OCO2 (stereo unspecified) | 0 | -1 | 4 | 7 | 2.3 | 14 | 2 | 6 | -3
CN(c1ncc(C(F)(F)F)cc1Cl)N1C(=O)c2cccc(N)c2C1=O | -7 | -23 | 4 | 8 | -0.6 | 12 | -5 | 10 | -1
CC(C)Cn1c(=O)oc2ccccc21 | 6 | -2 | -5 | -2 | 0.0 | 5 | 0 | -8 | -4
CC(=O)O[C@H]1c2ccccc2-c2ccccc2[C@@H]1OC(C)=O | 6 | 0 | 4 | 5 | -1.3 | -4 | -5 | 22 | -3
COc1ccc(CC(=O)NNC(=O)c2c(-c3ccccc3Cl)noc2C)cc1OC | 2 | -1 | -8 | 10 | 0.1 | -5 | -1 | -2 | -1
CCCS(=O)(=O)N1CCN=C1SCc1cccc(C)c1 | -1 | -1 | 24 | 20 | -2.6 | -15 | 0 | 12 | -4
CCN(CC)C(=O)C1CCCN(c2ccc([N+](=O)[O-])cc2)C1 (stereo unspecified) | -3 | 1 | 16 | 23 | -0.9 | -29 | -4 | 20 | -3
CN(C)c1ccc(NC(=O)COC(=O)CCC(=O)c2ccc(F)cc2)cc1 | 7 | -2 | 9 | 9 | -0.7 | 12 | 0 | 9 | 1
CC(C)COc1nc2ccccc2nc1N1CCN(C)CC1 | -16 | 0 | 11 | 33 | 1.8 | 14 | -4 | 5 | -1
O=C(CN1CCN(CCOCCO)CC1)N1c2ccccc2Sc2ccc(Cl)cc21 | 18 | 1 | 20 | 3 | -0.8 | 7 | -2 | 6 | -5
C(=N\c1nccs1)/c1c[nH]c2ccccc12 | 1 | -5 | -6 | 4 | 0.7 | -15 | -1 | 5 | 4
COc1ccc(Cc2nnc(N/N=C/c3ccccc3O)[nH]c2=O)cc1OC | 9 | -3 | 22 | 10 | 1.6 | 67* | 1 | 27 | -1
Cc1cc(C)cc(C(=O)Nc2ccc(N3CCN(S(C)(=O)=O)CC3)cc2)c1 | 12 | -1 | 7 | 7 | 0.0 | 4 | 0 | -12 | -2
Cc1ccc(S(=O)(=O)NC(=O)NCCc2ccccc2)cc1 | 4 | 0 | 4 | 10 | -0.2 | -4 | -2 | 3 | -2
Cn1cccc1C(=O)NC(=O)COC(=O)CNC(=O)c1ccc(Cl)cc1Cl | 12 | -1 | 12 | 18 | -0.5 | 24 | 1 | 13 | -2
Cc1nn(Cc2ccccc2)c2ncccc12 | 1 | 2 | -5 | 12 | 0.2 | 14 | -3 | -6 | -3
Cc1ccc(Nc2ncnc(N)n2)cc1C | 6 | -1 | 8 | 3 | 2.1 | 6 | -1 | 1 | 0
CN(C)CCN(C(=O)C1CCN(S(=O)(=O)c2cccs2)CC1)c1nc2ccc(F)cc2s1 | 15 | -6 | 19 | 33 | 1.5 | -7 | 1 | -8 | -5

An excerpt from the list above:
SMILES | TIM10 inh | NR3A LBD binder | tim10-1 inh | NALP3 yeast inh | CHOP UPR activ | Mdm2 MdmX PPI | UPR XBP1 act | tim23-1 inh | APJ agonist
CCOC(=O)c1c(NC(=O)c2ccccc2Br)sc2c1CCc1ccccc1-2 | 9 | 2 | 19 | 10 | 0.1 | 4 | -2 | 16 | -6
COc1cc(C(=O)Nn2c(C)nc3ccccc3c2=O)cc(OC)c1OC | -3 | -5 | 4 | -3 | -0.4 | 15 | 1 | 6 | -2
Cc1cc(C)c2c(c1)c(C)cc1nnc(SCC(=O)NCc3ccco3)n12 | 13 | 10 | 31 | -1 | -0.5 | 15 | 0 | 12 | -1
Oc1c(C(c2cccs2)N2CCOCC2)sc2ncnn12 (stereo unspecified) | 5 | -3 | 6 | 5 | -0.4 | -9 | 1 | 2 | -6

(listing goes on)
SMILES | TIM10 inh | NR3A LBD binder | tim10-1 inh | NALP3 yeast inh | CHOP UPR activ | Mdm2 MdmX PPI | UPR XBP1 act | tim23-1 inh | APJ agonist
Cc1ccc(CNC(=O)CCCn2c(=O)c3ccccc3n(CC(=O)NCc3ccco3)c2=O)cc1 | -5 | 1 | 2 | 2 | 1.7 | 28 | -1 | 2 | -4
Brc1ccc(/C=N/N2CCN(C3c4ccccc4-c4ccccc43)CC2)s1 | 1 | 1 | -22 | 18 | -1.5 | 37 | -3 | -1 | -8
Cc1cc(-c2nnc(CCC(=O)N3CCN(Cc4cccc(F)c4)CC3)o2)c(C)o1 | 19 | 0 | 17 | 25 | 4.0 | 13 | 0 | -13 | -5
CC(=O)N1N=C(C)CC1c1ccc(O)cc1 (stereo unspecified) | -2 | -1 | 0 | -1 | -0.4 | 13 | 0 | 14 | -1
O=C(c1cccc([N+](=O)[O-])c1)N1CC2C3C=CC(C3)C2C1 (stereo unspecified) | 24 | -1 | 12 | 17 | -0.3 | -3 | -2 | 14 | -3

Screens: PubChem, Sanford-Burnham Center for Chemical Genomics

This is a random part of the collection. About 8.2% of those tested had a hit in this group.
